NS3 helicase inh – inhibitors of Hepatitis C virus NS3 helicase | NS3 helicase DNA unwinding, Cy5 molecular beacon fluorescence | inhibition, % at 10.9 µM | 290,000 tested, 0.56% active;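 active means inhibition above the mean of all tested compounds plus 3 SD, set per campaign, cut at about 35% in these data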;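 further: 0% = DMSO wells and 100% = thioflavine S control wells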
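Assay system – hepatitis C virus NS3 helicase domain fragment enzyme · Buffer or medium – MOPS pH 6.5, MgCl2, DTT, Tween20, BSA · Reagent – Cy5/quencher beacon DNA duplex and ATP to start · Compound – single 10.9 µM dose · Timing – 1 h at 25 °C · Technique – Cy5 beacon fluorescence read at start and 1 h · Measure – % inhibition of unwinding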
M18AAP inhibitor – blocks P. falciparum M18 aspartyl aminopeptidase. recombinant PfM18AAP, H-Glu-NHMec fluorogenic cleavage. 290,000 tested, 1.2% active. inhibition, % at 7.35 µM;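 active means inhibition above the campaign mean inhibition over all tested compounds plus 3 SD, cut at about 28% in these data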;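 further: 0% = plate median of test compound wells and 100% = 2 mM ZnCl2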
FID counter – displaces DNA intercalator in HCV helicase counter-screen | DNA fluorescent intercalator displacement, fluorescence | inhibition, % at 7.9 µM | 290,000 tested, 0.17% active; in the data active means inhibition above about 37%;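 further: 0% = vehicle and 100% = reference compound; higher means more ethidium bromide displaced from hairpin DNA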
p-CIP stab down – compounds decreasing mouse p/CIP protein stability | Q05BA5 | F442A p/CIP-EGFP cells, EGFP fluorescence, 16 h | decrease of EGFP signal, % at 10 µM | 290,000 tested, 0.01% active;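 active means EGFP signal decrease of at least 30% at 10 µM or well 3 SD below plate mean, unless failing retest; inactive means the rest, including hits failing retest or dose response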; further: some compounds called inactive have numbers as strong as hits; many of its hits are not listed in these tables
Target sequence (Q05BA5 1-1403): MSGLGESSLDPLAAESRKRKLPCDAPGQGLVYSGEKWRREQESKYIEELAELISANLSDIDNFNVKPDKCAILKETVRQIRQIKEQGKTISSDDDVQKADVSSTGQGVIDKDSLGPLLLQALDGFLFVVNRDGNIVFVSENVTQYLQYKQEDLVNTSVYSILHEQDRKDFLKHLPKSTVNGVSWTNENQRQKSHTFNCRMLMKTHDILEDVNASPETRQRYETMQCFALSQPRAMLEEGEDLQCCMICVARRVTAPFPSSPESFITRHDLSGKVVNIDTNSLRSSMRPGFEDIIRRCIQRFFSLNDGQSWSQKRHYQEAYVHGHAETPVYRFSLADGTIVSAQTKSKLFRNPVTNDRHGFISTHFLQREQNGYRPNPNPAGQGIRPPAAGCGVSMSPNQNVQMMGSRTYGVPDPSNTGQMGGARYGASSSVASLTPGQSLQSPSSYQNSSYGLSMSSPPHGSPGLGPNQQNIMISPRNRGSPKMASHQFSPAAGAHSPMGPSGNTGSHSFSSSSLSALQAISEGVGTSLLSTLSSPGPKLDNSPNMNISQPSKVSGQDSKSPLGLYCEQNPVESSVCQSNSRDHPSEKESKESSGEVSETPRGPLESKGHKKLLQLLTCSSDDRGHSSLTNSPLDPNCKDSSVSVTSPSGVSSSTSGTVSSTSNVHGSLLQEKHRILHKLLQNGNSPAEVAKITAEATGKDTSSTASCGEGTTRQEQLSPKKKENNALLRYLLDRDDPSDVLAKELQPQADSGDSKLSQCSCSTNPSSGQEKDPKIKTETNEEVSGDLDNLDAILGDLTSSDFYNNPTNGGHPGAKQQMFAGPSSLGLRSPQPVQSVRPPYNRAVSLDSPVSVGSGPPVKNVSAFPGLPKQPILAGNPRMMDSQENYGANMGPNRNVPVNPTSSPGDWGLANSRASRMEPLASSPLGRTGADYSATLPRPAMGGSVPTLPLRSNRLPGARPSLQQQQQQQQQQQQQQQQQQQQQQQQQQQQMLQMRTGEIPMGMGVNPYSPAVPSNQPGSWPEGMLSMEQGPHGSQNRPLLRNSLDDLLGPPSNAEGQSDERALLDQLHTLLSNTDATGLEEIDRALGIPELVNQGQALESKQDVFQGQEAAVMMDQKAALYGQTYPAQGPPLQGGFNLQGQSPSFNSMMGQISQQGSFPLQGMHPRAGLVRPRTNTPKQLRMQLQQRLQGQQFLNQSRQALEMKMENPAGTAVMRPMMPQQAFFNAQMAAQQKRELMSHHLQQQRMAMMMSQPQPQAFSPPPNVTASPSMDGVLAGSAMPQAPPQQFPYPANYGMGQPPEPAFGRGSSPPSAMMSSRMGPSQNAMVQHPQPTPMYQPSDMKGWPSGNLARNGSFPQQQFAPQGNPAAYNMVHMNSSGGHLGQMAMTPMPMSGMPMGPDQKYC
IDE cell activ – activators of human insulin-degrading enzyme in cells. activation, % at 5.96 µM. 340,000 tested, 0.073% active. HEK cells, FAbeta-B cleavage, fluorescence polarization; 0% vehicle, 100% cell-free pure enzyme wells. P14735;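 active means activation above the mean of all tested compounds plus 3 SD, set per screening campaign, cut at about 17% in these data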
IDE cell inh – cellular human IDE inhibition | P14735 | 320,000 tested, 0.41% active | AID 434962 | HEK cells, FAbetaB cleavage, fluorescence polarization | inhibition, % at 5.59 µM;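 active means percent inhibition above the average of all tested compounds plus 3 SD, set per screening campaign, cut at about 16% in these data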;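 further: IDE supplied by intact live HEK cells; FP after avidin binding of uncleaved biotin substrate so inhibition keeps polarization high; 0% = DMSO wells and 100% = 60 µM reference IDE inhibitor Ii1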
UBC9 SUMO inh – inhibitors of human SUMOylation (UBC9); inhibition, % at 35 µM; HTRF SUMOylation assay, SAE1/SAE2 + UBC9, in vitro; 290,000 tested, 0.36% active; P63279; in the data active means inhibition above about 50%, passing the limit was not always enough; further: strong numbers were not always called active
VIM-2 inhibitor – blocks Pseudomonas aeruginosa VIM-2 metallo-beta-lactamase; purified VIM-2, nitrocefin hydrolysis, epi-absorbance fluorescence; inhibition, % at 5.6 µM; 290,000 tested, 0.89% active; AID 1527;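 active means inhibition above the mean of all tested compounds plus 3 SD, cutoff set per screening run, cut at about 7.5% in these data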;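 further: red hydrolysis product quenches plate fluorescence so inhibitors raise well fluorescence; 0% = enzyme with DMSO and 100% = DMSO without enzyme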
IMP-1 inhibitor – blocks Pseudomonas aeruginosa IMP-1 metallo-beta-lactamase; inhibition, % at 5.6 µM; 290,000 tested, 0.45% active; purified IMP-1, nitrocefin hydrolysis, epi-absorbance fluorescence;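 active means inhibition above the mean plus 3 SD of all compounds in the same screening run, cut at about 4.5% in these data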;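 further: 0% = IMP-1 with DMSO and 100% = DMSO wells lacking enzyme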
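System: Purified IMP-1 | Read-out basis: Percent enzyme inhibition | Controls: IMP-1 with DMSO as 0%, enzyme-free DMSO as 100% | Replicates: One well per compound | Doses: 5.6 µM nominal single concentration | Detection: Epi-absorbance fluorescence, 480 nm excitation, 530 nm emission | Incubation: 25 °C, 15 min preincubation, 25 min reaction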
Active calls of the source: *; · = not tested or not shown.

SMILES	NS3 helicase inh	M18AAP inhibitor	FID counter	p-CIP stab down	IDE cell activ	IDE cell inh	UBC9 SUMO inh	VIM-2 inhibitor	IMP-1 inhibitor
COC(=O)c1cccc(COC(=O)CNC(=O)c2ccco2)c1	6	-6	-3	-5	5	-1	14	-2.9	-2.9
CCOC(=O)c1c(NC(=O)C2CCCCC2)sc2c1CCN(CC)C2	-24	-7	13	0	-4	-6	-8	0.4	-1.3
Cc1c(NC(=O)C2CCCN2S(=O)(=O)c2ccc(Cl)cc2)c(=O)n(-c2ccccc2)n1C (stereo not given)	-7	0	-11	-22	5	-3	6	-0.3	-1.4
O=Cc1cc(N=Nc2ccccc2Cl)ccc1O	31	1	30	5	-1	2	9	-3.8	9.7*
CCN(CC)C(=O)c1sc2nc(-c3ccccc3)ccc2c1N	5	11	-21	0	-8	-6	-9	0.4	-0.9
O=C(Nc1ccc2oc(Cc3ccc(Cl)cc3)nc2c1)c1cccnc1	-10	-25	-13	8	-1	5	-1	-2.2	-1.0
Cc1cc(C(=O)Nc2sc(C)c(-c3ccc(F)cc3)c2C(N)=O)no1	-6	-1	-4	-33	6	-2	6	-3.5	3.5
CCC(C)NS(=O)(=O)c1ccc(NC(=O)c2cccs2)cc1 (stereo not given)	0	-1	-3	-3	1	-3	-3	-1.9	-3.8
Nc1cccc2c1nnn2C1OC(CO)C(O)C(O)C1O (stereo not given)	-9	10	1	-11	0	3	24	-2.4	-1.6
Cc1c(C(=O)N/N=C/c2cccs2)nc2ccccn12	2	1	-2	-6	1	3	-2	-0.5	-2.6
CNC(=O)Nc1cccc(-c2ccnc(C)n2)c1	8	-3	1	4	3	2	3	-0.6	-0.4
CN(C)/C=N/c1c(C(=O)NCc2ccccc2)nnn1Cc1ccccc1	5	2	-21	-3	0	5	18	-3.7	-1.9
CC(C)(C)c1cc(CCC(=O)NCc2ccccn2)cc(C(C)(C)C)c1O	2	-2	-47	5	6	-1	-1	-1.5	0.4
CCc1c(C(=O)NC2CCCCC2)[nH]c(C)c1C(C)=O	-2	-12	-8	-3	7	4	-8	-4.4	-1.9
CSc1nc(N)n2nc(-c3ccccc3)cc2n1	-8	-15	-6	-1	·	5	13	-1.5	-1.5
CC(=O)Nc1ccc(NC(=O)c2cc(-c3ccc(C)cc3O)n[nH]2)cc1	1	-3	-15	2	-4	4	16	-1.7	-4.5
Cc1ccc(NC(=O)Cn2cc(C(F)(F)F)cc(Cl)c2=O)cc1Cl	-9	-15	3	-8	2	7	16	-0.5	-1.9
COc1cnc(-c2ccccc2)nc1Oc1cccc(C)c1	-1	-1	-10	-2	7	1	-6	-2.4	-2.5
CCCC/C(=N\NC(=O)c1ccc(Br)o1)c1ccccc1	9	-4	-4	2	1	-2	-16	-5.0	-2.4
O=C(O)CC1(CC(=O)Nc2ccccc2N2CCOCC2)CCCC1	14	-4	-7	3	5	2	19	2.9	1.0
CC(C)(C)C(=O)N1CCN(c2nc3ccccc3s2)CC1	6	-3	-28	-1	7	1	8	-2.5	-1.1
O=C(Nc1ccccc1F)NC1CCCCCCC1	1	10	-11	0	2	2	-3	-3.2	-1.9
COC(=O)c1ccc(C(=O)Nc2ccc3c(c2)C(=O)NC3=O)cc1	-6	-1	-13	-18	4	4	21	1.6	0.5
CC(O)C(NS(=O)(=O)c1ccc(Cl)cc1)C(=O)OCC(=O)c1c[nH]c2ccccc12 (stereo not given)	-20	3	-7	-11	0	0	-8	0.7	-0.4
COc1cc(C(=O)N(C)c2nnc(-c3cccnc3)s2)cc(OC)c1OC	4	3	-11	6	·	·	4	-2.8	-0.7
O=C(O)CCN1c2ccccc2Sc2ccccc21	8	8	-18	5	-1	·	-16	-2.3	-2.6
Cc1cc(NCCCO)n2c(nc3ccccc32)c1C#N	0	-5	-1	-1	5	-4	19	6.4	-2.5
CCCCN(C)S(=O)(=O)c1ccc(C(=O)Nc2nnc(CSC)o2)cc1	10	-10	-36	-8	6	-5	22	-1.3	-3.3
CN(C)S(=O)(=O)c1ccc(Cl)c(NC(=O)COC(=O)C2CCCO2)c1 (stereo not given)	-1	-2	-3	12	5	-2	-36	-2.0	-3.0
CCSc1nnc(-c2ccc(S(=O)(=O)N3CCOCC3)cc2)n1C	4	-6	-12	-12	7	2	18	-1.6	-1.8

Printed as active in IMP-1 inhibitor, among the entries above:
smiles	NS3 helicase inh	M18AAP inhibitor	p-CIP stab down	IDE cell activ	IDE cell inh	UBC9 SUMO inh	VIM-2 inhibitor	IMP-1 inhibitor
O=Cc1cc(N=Nc2ccccc2Cl)ccc1O	31	1	5	-1	2	9	-3.8	9.7*

Two compounds from above with just VIM-2 inhibitor and IDE cell activ.
structure,VIM-2 inhibitor,IDE cell activ
CC(O)C(NS(=O)(=O)c1ccc(Cl)cc1)C(=O)OCC(=O)c1c[nH]c2ccccc12 (stereo not given),0.7,0
COc1cc(C(=O)N(C)c2nnc(-c3cccnc3)s2)cc(OC)c1OC,-2.8,·

Later entries
SMILES	NS3 helicase inh	M18AAP inhibitor	FID counter	p-CIP stab down	IDE cell activ	IDE cell inh	UBC9 SUMO inh	VIM-2 inhibitor	IMP-1 inhibitor
C/C=C/c1ccc(OCCOc2cccc3cccnc23)c(OC)c1	-5	3	-29	9	5	2	-21	-4.0	-2.9
Cc1ccc(C(=O)Nc2cccc(NC(=O)CN3CCCCC3)c2)cc1	-4	-5	6	-2	7	5	4	-3.5	-4.9
O=C(Nc1ccc(F)c(F)c1)c1cccnc1	-1	-1	4	2	0	7	19	-0.7	-2.2
CC(C)Cn1cc(C(=O)N2CCN(c3ccccn3)CC2)c2c3ccccc3n(C)c2c1=O	-5	-4	-34	-14	-2	0	24	-0.7	-4.1
Cc1cc(C)c(C)c(OC(=O)c2sc(Cl)nc2C)c1	11	-10	-6	-4	5	5	17	-3.0	-2.7
CS(=O)(=O)n1nc(-c2ccccc2)nc1NCc1ccco1	-5	4	-8	-56	5	-1	16	-2.3	2.9
CC(=O)c1cccc(NC(=S)NC(=O)c2ccc(C)cc2Cl)c1	-5	1	-33	-12	1	0	2	-4.7	-4.0
CCCCOC(=O)c1ccc(NC(=O)CSc2nnnn2C)cc1	-13	2	-9	-4	-2	-1	-1	1.4	-0.9
COc1ccc(NC(=O)CCCCCN2C(=O)CCC2=O)cc1Cl	0	-5	0	7	-1	-2	9	-0.7	3.1
O=C(Nc1cccc(-c2nnc(-c3ccco3)o2)c1)c1ccccc1	-13	-6	-17	-6	·	-3	4	-4.6	-4.4
COc1ccc(NC(=O)c2ccc(OC(=S)N(C)c3ccc(OC)cc3)cc2)cc1	2	0	0	-2	-1	-3	-1	-0.8	-1.9
COc1cc2[nH]c(C(=O)N3CCC(Cc4ccccc4)CC3)cc2c(OC)c1OC	-36	-11	-36	-14	1	3	1	-3.1	-1.2
O=C(c1ccc(Cl)c(S(=O)(=O)N2CCCC2)c1)N1CCN(c2ccccn2)CC1	-3	1	-18	2	-3	-1	4	-1.8	-3.1
CC1CC(=O)N(CC(=O)Nc2cccc(Cl)c2)c2ccccc2S1(=O)=O (stereo not given)	-4	2	-21	0	-5	-3	0	-1.4	0.3
CC1CC(C)CN(S(=O)(=O)c2ccccc2[N+](=O)[O-])C1 (stereo not given)	-3	-15	-25	-9	-2	2	13	-0.2	-0.6
COc1ccccc1C(=O)Nc1ccccc1N1CCCCC1	-8	-6	-19	-9	-2	4	-2	-3.8	-3.6
CC(=O)c1ccc(NS(=O)(=O)c2ccc(-c3cnc(C4CC4)o3)cc2)cc1	3	2	-27	-15	2	10	-2	-3.0	-4.8
COc1cc(-c2nc(-c3ccccc3)c(-c3cccs3)[nH]2)cc(OC)c1OC	-11	-5	-15	-1	8	4	-18	-2.5	1.6
CNC(=O)C1=C(C)NC(=S)NC1c1cc2c(cc1OC)CCCC2 (stereo not given)	-1	3	-8	-1	4	4	12	-2.3	-2.6
Cc1cccc2nc(CSc3nc4ccccc4o3)cn12	-4	-7	-8	2	-6	-1	12	3.8	-1.4
CN(C)C1C(=O)c2ccccc2C1=O	2	-3	-3	-3	-1	2	-3	-5.1	-2.7
COCCn1c(CCc2ccccc2)n[nH]c1=S	-3	16	-2	-17	1	0	12	-3.4	-4.5
O=C(Nc1ncc([N+](=O)[O-])s1)c1ccccc1Br	6	0	4	-7	0	-1	7	-1.7	-0.4
NC(=O)c1ccccc1NC(=O)c1ccccc1F	-3	1	2	-11	3	3	16	-3.1	-2.9
C=CCNCCCOc1ccc(Cl)cc1C(C)(C)C	-51	3	19	2	3	2	-2	-3.1	-3.5
CCN(C(=O)COC(=O)CNC(=O)C12CC3CC(CC(C3)C1)C2)C1CCS(=O)(=O)C1 (stereo not given)	1	-6	-11	-8	2	-1	-5	-0.2	-2.5
Cc1cc(C)c(O)c(N)c1	2	17	1	-14	·	·	13	-0.6	-2.4
CCC(c1nnnn1C1CCCC1)N1CCC(C(N)=O)CC1 (stereo not given)	10	-9	-2	4	·	8	4	-3.6	-5.1
COc1cc(C(=O)Nc2cccc(-n3cnnn3)c2)cc(Cl)c1OC	-8	4	-12	-3	-5	1	6	-0.3	-0.8
CNc1ncc(-c2nnnn2-c2ccccc2)c(-c2ccccc2)n1	-2	-1	-9	-12	-4	2	14	-1.6	-1.4
NC(=O)C1=C[C@@H](c2coc3ccccc3c2=O)C[C@@H](OCCCCO)O1	7	5	-3	-9	3	3	2	-3.3	-3.2
O=C(CNC(=S)N(CCCN1CCOCC1)Cc1cccs1)NCc1ccc(Cl)cc1	-26	8	12	-2	5	2	·	-0.6	-1.7
Cc1cccc(CSC2=CS(=O)(=O)c3ccccc3N2)c1	-1	0	-4	-3	2	2	6	-3.0	-2.4
O=C(O)c1c[nH]c(=O)c2ccccc12	-3	0	13	-1	1	2	-3	-2.5	-2.2
CCOC(=O)CNC(=O)CSc1nc(-c2ccc(OC)cc2)ns1	-1	13	-2	4	6	2	-9	-2.1	-2.9
CCOCCc1nnc(NC(=O)Cc2ccc(Br)cc2)s1	19	-4	-8	3	-5	2	22	-0.6	-0.8
C/C(=N\NC(=O)c1cccc(Br)c1)c1cccc(NC(=O)c2ccc(C)o2)c1	-3	-1	7	6	-1	-1	39	-4.3	-2.0
O=C(O)CCCC(=O)N(Cc1ccccc1)Cc1ccccc1	3	-9	-11	-16	1	3	28	-0.3	-2.2
CC(C)Oc1ccc(C(=O)N2CCCc3ccccc32)cc1	-9	-1	-26	0	-2	-7	4	-2.4	-3.4
COc1cc(C(CCN2CCCCC2)c2c(OC)cc(OC)c3c(C)cc(=O)oc23)cc(OC)c1OC (stereo not given)	·	·	·	-4	6	7	7	·	·
O=c1[nH]c(=S)[nH]nc1Cc1ccccc1	10	38*	-3	-24	0	0	28	-4.9	-5.5
CCN(Cc1nc(-c2cccc(C)c2)no1)C(=O)c1ccc2c(c1)OCO2	-4	3	-34	-6	2	1	-19	-0.6	-0.1
Oc1ccc(Br)cc1CNc1ccccn1	-10	3	-4	-11	2	3	0	-3.4	-1.5
Cc1ccc(NC(=O)Nc2cc(C(F)(F)F)c[nH]c2=O)cc1	-15	0	6	0	5	-2	-2	-0.7	-2.7

Compound activity from PubChem BioAssay.
